Screens (PubChem BioAssay)
ERK EGF inh – EGF-driven ERK pathway inhibition; HEK293-V1b, EGF-stimulated phospho-ERK AlphaScreen; Potency, µM (highest dose often 11.5 µM), inactives show at the highest dose activity change, negative = inhibition, hits mostly inhibitors; actives 0.41% (n = 130,000); AID 1454; active = well fitted inhibition curve with a large enough effect; inconclusive = small, poorly fitted or top-dose-only effect, or effect the other way;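 note: plate controls were stimulated vehicle wells for no effect and unstimulated vehicle basal for full effect; nearly all actives have a fitted effect of over 55% in size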
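Readout: AlphaScreen signal for phosphorylated ERK in lysed HEK293 cells stably expressing V1b. Stimulus 25 nM EGF, 5 min, following 30 min compound exposure. Data scaled to DMSO basal and full EGF activation.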
Active calls of the source: *; ? = inconclusive; [ ] = remark or other dose. Potency is the fitted concentration of half-maximal effect. This is a subset; rates above refer to the full screens.

molecule	ERK EGF inh
Cc1ccc2cc(CN(Cc3ccco3)C(=S)NCC3CCCO3)c(=O)[nH]c2c1C (stereo not drawn)	-6%
Cc1sc2ncnc(N3CCC(C)CC3)c2c1C	22%
Cc1cc(C[n+]2ncsc2N)c2ncccc2c1	-5%[57.5 µM]
Brc1ccc(C2=Nc3cccc4cccc(c34)N2)o1	-5%
COc1ccc(N=C2SC(C(=O)N3CCN(c4ccccc4)CC3)CC(=O)N2C)cc1 (stereo not drawn)	-1%[57.5 µM]
Cc1ccc(SCc2cc(=O)[nH]c(/N=C(\N)Nc3cccc4ccccc34)n2)cc1	8%
COC(=O)c1ccc(S(=O)(=O)N2CCCCCC2)n1C	2%[57.5 µM]
CCNc1ccc(C(=O)OCC)cc1NC(=O)c1cccc(S(=O)(=O)N(C)c2ccccc2)c1	7%
CC(=O)OC/C=C(C)/C=C/C=C(C)/C=C/C1=C(C)CCCC1(C)C	-3%
COc1cc(C2C3=C(CCCC3=O)Nc3[nH]n(-c4ccccc4)c(=O)c32)cc(OC)c1OC (stereo not drawn)	-10%
COc1ccc(C(=O)Nc2cc(C)nn2-c2nc3ccccc3[nH]2)c(OC)c1	-7%
CC12C(=O)N(c3ccccc3)C(=O)C1C(c1ccccc1)N1CCCN12 (stereo not drawn)	0%[57.5 µM]
O=C(CCC(=O)N1CCN(S(=O)(=O)c2ccc(Cl)cc2)CC1)Nc1cccc(Br)c1	-6%
C=CCNC(=O)COc1ccc(N(C)S(=O)(=O)c2ccc(NC(C)=O)cc2)cc1	1%
COc1ccc(Cl)cc1C(=O)NNC(=O)C1COc2ccccc2O1 (stereo not drawn)	2%
COc1cccc(C(=O)NNc2nc(C)cc(C)n2)c1	-5%
CCCC1(c2ccccc2)NC(=O)N(CC(=O)Nc2cc(C)on2)C1=O (stereo not drawn)	6%
O=C(O)CCCCCN1C(=O)C2CCCCC2C1=O (stereo not drawn)	-3%
CCN(CC)CCOC(=O)c1ccc(NC(=O)c2cn(-c3ccccc3)nc2-c2cccs2)cc1	2%
Cc1ccc(N2C(=O)N(CC(=O)NCc3ccccc3Cl)C(=O)C2C)cc1 (stereo not drawn)	-5%
COCCNC(=O)c1sc2ncn(CC(=O)Nc3ccc(C)c(Cl)c3)c(=O)c2c1C	2%
C[C@H](NC(=O)c1nc[nH]c1C(=O)N[C@@H](C)C(=O)OC(C)(C)C)C(=O)OC(C)(C)C	0%[57.5 µM]
Cc1ccccc1N1CCN(C(=S)c2ccccc2)CC1	6%
COc1ccc(C(C(=O)NC(C)(C)C)N(C(=O)Cn2nnc3ccccc32)c2ccc(C(C)=O)cc2)cc1O (stereo not drawn)	-1%[57.5 µM]
CCCCC(=O)NCCc1cc2ccc(OC)cc2[nH]c1=O	-5%
Cc1ccc2[nH]c3c(c2c1)SC(C)(C)CC3=O	-11%
Cc1ccc(S(=O)(=O)Nc2ccc(C(=O)OCC(=O)N(CCC#N)c3ccccc3)cc2)cc1C	-10%
COC(=O)N[C@H](c1ccccc1)C(C(C)=O)C(=O)OC (stereo partly drawn)	-6%
CCc1ccc(NC(=O)C2CCCN(S(C)(=O)=O)C2)cc1 (stereo not drawn)	0%
COCCNCCCCSc1ccc(Cl)cc1	2%
CCC(=O)Nc1ccc(Cl)c(NC(=O)c2ccccc2OC)c1	1%
O=C(c1sc2ccccc2c1Cl)N1CCN(c2ncccn2)CC1	-5%
Cc1c(C(=O)Nc2ccccc2C(=O)N2CCCC2)cccc1[N+](=O)[O-]	-1%
COc1ccccc1NS(=O)(=O)c1ccc(N2CCOCC2)c(NC(=O)c2ccco2)c1	1%
O=S(=O)(CC(O)COc1ccc(Br)cc1)c1ccccc1 (stereo not drawn)	-13%[57.5 µM]
CCSc1nnc(NC(=O)/C=C/c2ccc3c(c2)OCO3)s1	5%
C/C(=N\NC(=O)c1n[nH]c2c1CCC2)c1cccs1	-2%[57.5 µM]
COc1ccccc1-c1cc(C(=O)N/N=C\c2cn(C)nc2C)c2ccccc2n1	3%
Nc1c(Cl)ncnc1N/N=C/c1ccccn1	-8%
COc1ccc(NC(=O)CC2C(=O)N(c3ccc(OC)cc3)C(=S)N2NC(=O)c2cccc(F)c2)cc1 (stereo not drawn)	7%
COCC(C)NC(=O)c1cccc([N+](=O)[O-])c1 (stereo not drawn)	11%
Cc1ccccc1CSCCNC(=S)Nc1ccccc1	1%
Cn1nc(C(F)(F)F)c(-c2ccc(F)cc2)c1NC(=O)Nc1ccc(F)cc1	-5%[57.5 µM]
O=C1C2C(c3cccc(/C=C/c4ccccc4)c3)CC=CC2C(c2ccc3ccccc3c2)N1Cc1ccccc1 (stereo not drawn)	-10%[57.5 µM]
CC(C)Oc1cccc(C(=O)C2CCCN(Cc3ccc4nonc4c3)C2)c1 (stereo not drawn)	-3%
N#Cc1ccc(CN2CCCC3(CCN(S(=O)(=O)c4ccccc4)CC3)C2)cc1	7%
CCc1nnc(NC(=O)CSc2nnc(-c3ccc(NS(=O)(=O)c4ccccc4)cc3)o2)s1	-1%
COc1ccc(CCN(C(=O)/C=C/C(=O)O)C2CC(=O)N(c3ccccc3)C2=O)cc1 (stereo not drawn)	-4%
O=c1c2ccccc2[nH]c2ccc(F)cc12	-22%[57.5 µM]
CCN(CC)c1ccc2c(c1)CCCN2	-10%

Further structures
molecule	ERK EGF inh
CC1=NN(c2ccccc2)C(=O)/C1=C\c1cn(-c2ccccc2)nc1C	?
COc1ccc(NC(=O)C(c2ccc(OC)cc2)N(C)C(=O)Cc2cccs2)cc1 (stereo not drawn)	-1%
O=C(COc1ccc(F)cc1)N1CCc2ccccc2C1	-13%
CCCCc1c(C)nc2c(OC)cccc2c1SCC(=O)O	-8%[57.5 µM]
CCn1c(SCC(=O)NC(C)(C)C)nnc1-c1ccncc1	28%
O=C(Cc1ccccc1I)Nc1ccccc1	-2%
O=C(NCc1ccc2c(c1)OCO2)C1CCC(=O)N1C1CCCC1 (stereo not drawn)	-2%
CC(C)c1ccc(-c2nc3ccccc3s2)cc1	10%[57.5 µM]
COc1ccc(S(=O)(=O)N2CCc3ccccc3C2)cc1	-2%
COc1ccc(NC(=O)c2cc(Br)c(Br)s2)cn1	-12%
O=C1NC(c2ccccc2)(C(F)(F)F)SC2=CCCCCN12 (stereo not drawn)	-1%
Cc1cc(C)c(NC(=O)CSc2nncn2-c2cccnc2)c(C)c1	0%
COc1ccccc1N1C(=O)C2C(C(=O)c3ccccc3)=NN(c3ccccc3OC)C2C1=O (stereo not drawn)	-3%[57.5 µM]
CC(=O)NC1C(OCc2ccccc2)OC2COC(C)(C)OC2C1O (stereo not drawn)	-6%
O=C(CSc1nccc(-c2cccs2)n1)Nc1ccccc1	13%[57.5 µM]
CCNC(=O)COC(=O)c1cc(-c2ccccc2)nn1-c1ccccc1	5%
CCN1CCN(c2nc3c(C)cccn3c(=O)c2/C=C(\C#N)S(=O)(=O)c2ccc(Cl)cc2)CC1	12%[57.5 µM]
Cc1cc(C(=O)Nc2nnc(C(F)(F)F)s2)cs1	-15%[57.5 µM]
NC(CSS(=O)(=O)O)=NCCC12CC3CC(CC(O)(C3)C1)C2	-1%
Cn1c(Cc2ccccc2)nnc1SCC(=O)N1CCCCC1	-11%
Cc1ccc2nc(N(CCN(C)C)C(=O)c3cc(Cl)sc3Cl)sc2c1	1%
COc1ccc(N(C(=O)C2COc3ccccc3O2)C(C(=O)NC2CCCCC2)c2ccccc2)cc1OC (stereo not drawn)	-23%
Cc1ccc(OCC(=O)Nc2ccccc2-c2ccccc2)cc1	4%[57.5 µM]
Cc1ccc(-c2c[n+](CC(=O)c3ccc(Br)cc3)c3n2CCCCC3)cc1	-6%
CNC(=O)CN1C(=O)NC2(CCc3ccccc3C2)C1=O (stereo not drawn)	-4%
CCn1c2ccccc2c2cc(NC(=O)c3ccc(=O)oc3)ccc21	-9%[57.5 µM]
C/C(CC(=O)Nc1ccccc1F)=N\NC(=O)Cc1ccc(Cl)cc1	35%
COc1ccc2[nH]c(C(=O)N3CCCN(Cc4ccc(F)cc4)CC3)cc2c1	9%[57.5 µM]
Cc1cccc(C2=NC(C(F)(F)F)(C(F)(F)F)c3c(n(-c4ccc(F)cc4)c(=O)[nH]c3=O)N2)c1	2%
CN(C1CC(C)(C)NC(C)(C)C1)S(=O)(=O)CC12CCC(CC1=O)C2(C)C (stereo not drawn)	4%[57.5 µM]
CC1(C)OC(=O)C(=CNC(=O)c2c(F)cccc2F)C(=O)O1	-2%
CC(NC(=O)CNC(=S)N(Cc1ccccc1)Cc1cccnc1)c1ccccc1 (stereo not drawn)	4%
O=C(NC(=S)Nc1ccc(S(=O)(=O)N2CCCC2)cc1)c1cccs1	14%
Cc1ccc(NC(C)C(=O)N/N=C/c2c[nH]c3ccccc23)cc1 (stereo not drawn)	0%
O=[N+]([O-])c1cccc(NC(=S)NCCc2ccccc2)c1	-3%
Cc1cccc(C)c1NC(=S)N/N=C/c1ccccc1C(=O)O	-5%[57.5 µM]
O=C(N/N=C/c1cccnc1)c1ccc(Cn2cc([N+](=O)[O-])cn2)o1	3%
COc1ccc(C(=O)C[n+]2ccc3c(c2)nc(-c2ccccc2)n3C)cc1	2%
COc1ccccc1NC(=S)N(CCc1ccc(OC)c(OC)c1)Cc1ccccn1	1%
COc1ccc(-n2cc(-c3ccc(OC(F)F)cc3)[n+]3c2CCCCC3)cc1	-1%
Cc1c(N)c(C(C)(C)C)cc(C(C)(C)C)c1[N+](=O)[O-]	12%
COc1ccc(C2(CNC(=O)c3cccs3)CCOCC2)cc1	-12%
O=C(c1ccc2c(c1)OCO2)N1CCC2(CC1)Oc1ccc(F)cc1C(=O)C21CC(c2cccnc2)=NO1 (stereo not drawn)	2%[57.5 µM]
COC(=O)[C@@]1(Cc2ccccc2)[C@H]2c3cc(C(=O)N4CCCC4)n(Cc4ccc(C(F)(F)F)nc4)c3C[C@H]2CN1C(=O)c1ccccc1	-1%
Cc1cccc(C(=O)NNC(=O)CN2C(=O)c3ccccc3C2=O)c1	5%
O=C1NC(C(=O)O)=CC(c2ccc([N+](=O)[O-])cc2)N1 (stereo not drawn)	12%[57.5 µM]
CC1(C)CC(=O)C2=C(C1)NC1=C(C(=O)c3ccccc31)C2c1ccc(O)cc1 (stereo not drawn)	-1%
Cc1cc(C)n(-c2ccc(C(=O)Nc3ccc(C)c(S(=O)(=O)N(C)C)c3)cc2)n1	?
CSc1ncc(Cl)c(C(=O)Nc2ccccc2Cl)n1	4%
O=C(Nc1ccc(Cl)cc1)Nc1nnc(-c2ccncc2)s1	6%

Of the compounds above, these have an aryl thioether with sulfur outside any ring:
molecule	ERK EGF inh
Cc1ccc(SCc2cc(=O)[nH]c(/N=C(\N)Nc3cccc4ccccc34)n2)cc1	8%
COCCNCCCCSc1ccc(Cl)cc1	2%
CCSc1nnc(NC(=O)/C=C/c2ccc3c(c2)OCO3)s1	5%
CCc1nnc(NC(=O)CSc2nnc(-c3ccc(NS(=O)(=O)c4ccccc4)cc3)o2)s1	-1%
CCCCc1c(C)nc2c(OC)cccc2c1SCC(=O)O	-8%[57.5 µM]
CCn1c(SCC(=O)NC(C)(C)C)nnc1-c1ccncc1	28%
Cc1cc(C)c(NC(=O)CSc2nncn2-c2cccnc2)c(C)c1	0%
O=C(CSc1nccc(-c2cccs2)n1)Nc1ccccc1	13%[57.5 µM]
Cn1c(Cc2ccccc2)nnc1SCC(=O)N1CCCCC1	-11%
CSc1ncc(Cl)c(C(=O)Nc2ccccc2Cl)n1	4%

Following part:
molecule	ERK EGF inh
COc1ccc(OC)c(/C(C)=N/Nc2ccc(C(=O)O)cc2)c1	-14%[57.5 µM]
Cc1ccsc1C1CC(=O)Nc2ccccc2S1 (stereo not drawn)	-37%[57.5 µM]
C/C(=N\NC(=O)CC#N)c1cc2ccccc2oc1=O	14%
Cc1ccc(C(=O)OCC(=O)Nc2ccc3c(c2)OCO3)o1	-1%
O=C(NCCCNC(=O)c1cncc(O)c1)c1cncc(O)c1	0%
CC(C)c1nc(SCC(=O)Nc2cccc(C(F)(F)F)c2)c2c(=O)n(C)c(=O)n(C)c2n1	4%
Cc1cc(C)c(S(=O)(=O)c2ccccc2C)c(OCCO)n1	-2%
CCCCc1nnc(NC(=O)CN2C(=O)c3ccccc3C2=O)s1	8%
Cc1cccc(NC(=S)Nc2ccc(Cl)c(Cl)c2)c1	-3%
CN(C)/C=C(\C#N)C(=O)Nc1ccccc1	-8%
CCn1c2ccc(F)cc2c2nc3ccccc3nc21	?
CCOC(=O)N1CCN(C(=O)C(=O)NN)CC1	8%
CN1C(=O)c2ccc(C(=O)NCc3ccc4c(c3)OCO4)cc2C1=O	3%
N/C(=N\c1nc(C(F)(F)F)cc(=O)[nH]1)Nc1ccc(Cl)cc1	5%
Cc1c(C(=O)NCCCN2CCOCC2)oc2c1C1(CCC2)SCCS1	5%
Cc1cc(C)nc(N(C#N)CCOc2ccc(Cl)cc2)n1	8%
CC(=O)Nc1ccc(S(=O)(=O)Nc2ccc3c(c2)C(=O)OC3)cc1	2%
C[C@@H](/C=C\c1cccc(Oc2ccc(F)cc2)c1)N(O)C(N)=O	-4%
COc1cccc(CSc2nnnn2-c2ccc(O)cc2)c1	1%
Cc1cccc(NC(=O)Cc2nnc(NC(=O)Nc3ccccc3F)s2)c1	2%
